Apaf1 inhib: inhibitors of human Apaf-1 apoptosome. AID 489030. inhibition, % at 20 µM. reconstituted apoptosome caspase-3 activity, DEVD-Rh110 fluorescence. hit rate 0.71% among 330,000; active = inhibition of at least 40% at 20 µM;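 also: plate controls were DMSO wells for no effect and DEVD-CHO caspase inhibitor wells for full effect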
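Medium: Hepes buffer, pH 7.5 / System: biochemical Apaf-1 apoptosome reconstitution / Measured by: Rh110 fluorescence, excitation 480 nm, emission 540 nm / Times: compound with Apaf-1, dATP, procaspase-3 30 min, then 50 min reaction, room temperature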
SENP8 block-1: inhibitors of human SENP8 protease | Q96LD8 | purified SENP8, Z-RLRGG-aminoluciferin cleavage, luminescence | inhibition, % at 10 µM | hit rate 1.2% among 330,000 | AID 2540; in the data active = inhibition above about 50%
Target sequence (Q96LD8 whole entry, looked up): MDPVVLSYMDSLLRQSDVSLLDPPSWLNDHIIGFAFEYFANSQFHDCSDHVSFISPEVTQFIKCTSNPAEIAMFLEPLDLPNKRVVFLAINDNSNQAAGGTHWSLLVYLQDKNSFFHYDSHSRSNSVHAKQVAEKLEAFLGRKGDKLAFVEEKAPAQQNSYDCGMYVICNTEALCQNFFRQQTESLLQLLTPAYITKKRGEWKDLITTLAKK
SENP8 block-2: inhibitors of human SENP8 protease; Q96LD8; recombinant SENP8, Nedd8 substrate fluorescence; inhibition, % at 20 µM; hit rate 0.64% among 360,000; AID 602440; in the data active = inhibition mostly above about 40%, no sharp cut-off; inactive = mostly below about 27%
HKDC1 inhibitor: inhibitors of human hexokinase HKDC1. inhibition, % at 20 µM. hit rate 0.16% among 340,000. Q2TB90. recombinant HKDC1, G6PDH/diaphorase resazurin coupled fluorescence;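 active = inhibition above about 35% when tested at 20 µM, limit read from the data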;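 also: plate controls were DMSO wells with enzyme for no effect and DMSO wells lacking enzyme for full effect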
Target sequence (Q2TB90 whole entry, looked up): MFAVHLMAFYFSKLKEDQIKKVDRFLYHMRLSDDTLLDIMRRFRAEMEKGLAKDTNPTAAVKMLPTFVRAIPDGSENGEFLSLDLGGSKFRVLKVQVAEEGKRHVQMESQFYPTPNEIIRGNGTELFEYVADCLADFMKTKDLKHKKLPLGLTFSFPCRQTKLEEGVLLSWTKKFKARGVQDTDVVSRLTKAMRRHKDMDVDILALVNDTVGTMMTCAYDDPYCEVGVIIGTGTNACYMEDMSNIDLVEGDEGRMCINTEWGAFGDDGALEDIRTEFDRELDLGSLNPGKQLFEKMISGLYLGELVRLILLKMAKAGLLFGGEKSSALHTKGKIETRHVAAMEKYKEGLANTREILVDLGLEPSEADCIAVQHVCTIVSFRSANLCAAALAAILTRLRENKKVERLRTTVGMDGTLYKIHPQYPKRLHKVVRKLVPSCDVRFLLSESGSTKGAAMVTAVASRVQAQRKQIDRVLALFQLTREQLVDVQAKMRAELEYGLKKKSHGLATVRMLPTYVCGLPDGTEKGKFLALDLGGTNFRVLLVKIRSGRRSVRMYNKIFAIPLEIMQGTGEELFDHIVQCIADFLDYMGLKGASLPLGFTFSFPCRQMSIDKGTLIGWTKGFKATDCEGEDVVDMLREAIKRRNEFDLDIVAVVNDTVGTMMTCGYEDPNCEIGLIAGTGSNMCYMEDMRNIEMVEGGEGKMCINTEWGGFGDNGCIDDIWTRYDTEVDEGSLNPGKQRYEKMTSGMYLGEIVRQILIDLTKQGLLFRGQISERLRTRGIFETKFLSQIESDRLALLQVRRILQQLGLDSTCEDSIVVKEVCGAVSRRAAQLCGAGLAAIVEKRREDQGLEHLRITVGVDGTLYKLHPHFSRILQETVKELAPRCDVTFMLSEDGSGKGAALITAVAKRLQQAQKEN
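Test system: recombinant HKDC1 (HK5) hexokinase enzyme, produced in-house / Doses: 20 µM test compound, 1% DMSO / Timing: 90 min, room temperature / Detection: G6PDH/diaphorase-coupled fluorescence, 1 mM NADP, 100 µM resazurin, 525/613 nm / Control set: DMSO wells with and without enzyme mix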
SENP7 block: SENP7 protease inhibition. recombinant SENP7, Z-RLRGG-aminoluciferin luminescence, 40 min. inhibition, % at 5 µM. AID 434973. hit rate 1.5% among 330,000. Q9BQF6;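 active = inhibition above about 50% at the single test dose, limit read from the data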;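 also: plate controls were DMSO with enzyme for no effect and no enzyme buffer wells for full effect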
PfGluPho inh: PfG6PD (Plasmodium falciparum) enzyme inhibition. PfGluPho enzyme, NADPH resazurin-diaphorase fluorescence. inhibition, % at 20 µM. hit rate 0.78% among 350,000;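 active = inhibition reaching at least a set limit at 20 µM in the primary screen, cut at about 59% in these data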;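 also: 0% = DMSO wells with substrate and 100% = DMSO wells lacking glucose-6-phosphate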
SENP1 inh: SENP1 (human) catalytic domain inhibition | inhibition, % at 10 µM | Q9P0U3 | recombinant SENP1 catalytic domain, CyPet-SUMO1-YPet FRET cleavage | AID 624204 | hit rate 0.21% among 360,000;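 active = inhibition at least 30% at 10 µM, raw YFP signal under a set limit, fluorescence ratio 0.5 to 1.5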;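 also: 0% = enzyme with DMSO and 100% = no enzyme wells; some results filed as inactive read as strong as hits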
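Test system: recombinant human SENP1 catalytic domain, His6-tagged / Medium: pH 8 Tris buffer with EDTA, NaCl, BME, BSA, NP40, catalase / Also added: SUMO1 FRET substrate flanked by Cypet and Ypet, 25 nM / Times: 50 min reaction at room temperature / Signal: FRET, CFP and YFP emission / Control set: no-enzyme low control and enzyme-plus-DMSO high control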
SENP6 block: blocks the human protease SENP6. Q9GZR1. Recombinant SENP6 catalytic domain, aminoluciferin luminescence. inhibition, % at 10 µM. hit rate 1.8% among 330,000. AID 2599;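 active = inhibition above about 50% at the single tested dose, limit read from the data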;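 also: plate controls were DMSO wells with enzyme for no effect and DMSO wells lacking enzyme for full effect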
Active calls of the source: *; & = joins results of further samples. Compounds as they come. About 3.6% of those tested had a hit in this group.

Screening Cc1ccc(S(=O)(=O)N2CCN(C(=O)N3CCOCC3)CC2)c(C)c1 returned Apaf1 inhib -8, SENP8 block-1 11, SENP8 block-2 16, HKDC1 inhibitor 5, SENP7 block -2, PfGluPho inh 5, SENP1 inh 2 and SENP6 block 31.
For O=C(NCCCN1CCOCC1)c1cc2c(s1)CSC2 the results were Apaf1 inhib 4, SENP8 block-1 -2, SENP8 block-2 -52, HKDC1 inhibitor -4, SENP7 block 3, PfGluPho inh 6, SENP1 inh -13 and SENP6 block -9.
For CCC(C)(C)NC(=O)CN(Cc1ccco1)C(=O)CCC(=O)Nc1nccs1 the results were Apaf1 inhib 2, SENP8 block-1 -3, SENP8 block-2 13, HKDC1 inhibitor -2, SENP7 block 3, PfGluPho inh -10, SENP1 inh 1 and SENP6 block -4.
`COc1ccc(C(=O)/C=C/c2ccc3c(c2)OCCO3)cc1` gave Apaf1 inhib -2, SENP8 block-1 5, SENP8 block-2 -71, HKDC1 inhibitor 9, SENP7 block 34, PfGluPho inh 11, SENP1 inh -17 and SENP6 block 25.
`CCn1cc(Br)c(C(=O)Nc2nccs2)n1` gave Apaf1 inhib -4, SENP8 block-1 -10, SENP8 block-2 13, HKDC1 inhibitor -8, SENP7 block 14, PfGluPho inh -7, SENP1 inh 2 and SENP6 block -24.
For CCCn1c(=S)[nH]c2cc(OC)c(OC)cc2c1=O the results were Apaf1 inhib 3, SENP8 block-1 13, SENP8 block-2 18, HKDC1 inhibitor 0, SENP7 block 5, PfGluPho inh 10, SENP1 inh 1 and SENP6 block 2.
Screening COc1cc(NC(=O)c2ccc(S(=O)(=O)N(C)c3ccccc3)cc2)cc(OC)c1 returned Apaf1 inhib -2, SENP8 block-1 -8, SENP8 block-2 -1, HKDC1 inhibitor 1, SENP7 block -11, PfGluPho inh 26, SENP1 inh 1 and SENP6 block -3.
For O=C1CN(C(=O)N[C@@H](Cc2ccccc2)C(=O)N[C@@H](C(=O)O)c2ccccc2)c2ccccc2N1 the results were Apaf1 inhib 3, SENP8 block-1 -2, SENP8 block-2 1, HKDC1 inhibitor -7, SENP7 block -1, PfGluPho inh -8, SENP1 inh 0 and SENP6 block 0.
`COc1ccc(Cl)cc1NS(=O)(=O)c1cn(C)nc1C` gave Apaf1 inhib 0, SENP8 block-1 -1, SENP8 block-2 9, HKDC1 inhibitor -1, SENP7 block -3, PfGluPho inh -3, SENP1 inh 1 and SENP6 block 2.
For CC(C)(C)c1ccc(-c2nnc(NC(=O)c3ccccc3)s2)cc1 the results were Apaf1 inhib -2, SENP8 block-1 -2, SENP8 block-2 -109, HKDC1 inhibitor -10, SENP7 block 5, PfGluPho inh 6, SENP1 inh -6 and SENP6 block -30.
`COc1ccccc1NS(=O)(=O)c1ccc(O)c(C(=O)OCC(=O)Nc2ccccc2F)c1` gave Apaf1 inhib 1, SENP8 block-1 -4, SENP8 block-2 -207, HKDC1 inhibitor -5, SENP7 block 0, PfGluPho inh -10, SENP1 inh -1 and SENP6 block 12.
Screening COc1cccc(C(=O)CSc2nnc(-c3cc(OC)c(OC)c(OC)c3)o2)c1 returned Apaf1 inhib -1, SENP8 block-1 4, SENP8 block-2 6, HKDC1 inhibitor -6, SENP7 block 3, PfGluPho inh 3, SENP1 inh 1 and SENP6 block -13.
Screening O=C(/C=C/c1ccccc1)NC(=S)NNC(=O)Cc1cccs1 returned Apaf1 inhib 0, SENP8 block-1 0, SENP8 block-2 5, HKDC1 inhibitor -5, SENP7 block 1, PfGluPho inh -13, SENP1 inh 0 and SENP6 block 4.
Cc1nc2ccc(NC(=O)c3c(-c4ccccc4)noc3C)cc2s1 was read as Apaf1 inhib 0, SENP8 block-1 -1, SENP8 block-2 20, HKDC1 inhibitor -4, SENP7 block 10, PfGluPho inh 11, SENP1 inh -1 and SENP6 block -2.
CCN(CC)S(=O)(=O)c1ccc(OC)c(NC(=O)c2ccc(N3CCCC3=O)cc2)c1 was read as Apaf1 inhib 7, SENP8 block-1 -8, SENP8 block-2 -2, HKDC1 inhibitor -4, SENP7 block -1, PfGluPho inh 0, SENP1 inh 1 and SENP6 block -4.
COC(=O)Nc1ccc(S(=O)(=O)N2CCN(C)CC2)cc1 was read as Apaf1 inhib 6, SENP8 block-1 1, SENP8 block-2 22, HKDC1 inhibitor -1, SENP7 block 0, PfGluPho inh -2, SENP1 inh 1 and SENP6 block -5.
COc1ccc(OC)c(S(=O)(=O)NCCS(=O)(=O)N2CCN(c3ccccc3)CC2)c1 was read as Apaf1 inhib 8, SENP8 block-1 -3, SENP8 block-2 8, HKDC1 inhibitor -3, SENP7 block -9, PfGluPho inh 6, SENP1 inh 3 and SENP6 block 2.
`CCc1ccc(S(=O)(=O)c2n[nH]n3c2nc(=O)c2ccccc23)cc1` gave Apaf1 inhib -21, SENP8 block-1 -2, SENP8 block-2 -217, HKDC1 inhibitor 0, SENP7 block -3, PfGluPho inh -4, SENP1 inh -2 and SENP6 block 9.
For COc1ccc(OCC(=O)Nc2ccccc2Cl)cc1 the results were Apaf1 inhib 3, SENP8 block-1 15, SENP8 block-2 7, HKDC1 inhibitor -3, SENP7 block 21, PfGluPho inh -2, SENP1 inh 0 and SENP6 block -18.
`CCc1cc(=O)oc2cc(OCC(=O)NCC3CCC(C(=O)O)CC3)ccc12` (configuration not stated) gave Apaf1 inhib -8, SENP8 block-1 -14, SENP8 block-2 -130, HKDC1 inhibitor -3, SENP7 block 9, PfGluPho inh 3, SENP1 inh 6 and SENP6 block -15.
Screening COc1cc(NC(=O)c2cc(C)on2)cc(C(=O)Nc2cccc(C(F)(F)F)c2)c1 returned Apaf1 inhib 6, SENP8 block-1 2, SENP8 block-2 16&9, HKDC1 inhibitor 4, SENP7 block -7, PfGluPho inh 42&27, SENP1 inh 1&2 and SENP6 block 0.
COc1ccccc1/C=C/CN1CC(C)OC(C)C1 (configuration not stated) was read as Apaf1 inhib -2, SENP8 block-1 -10, SENP8 block-2 10, HKDC1 inhibitor 4, SENP7 block -9, PfGluPho inh -4, SENP1 inh 3 and SENP6 block -2.
Screening Cc1cnc(CNC(=O)C2CCC(=O)N(CCc3ccc(Cl)cc3)C2)cn1 (configuration not stated) returned Apaf1 inhib -14, SENP8 block-1 -7, SENP8 block-2 10, HKDC1 inhibitor 2, SENP7 block 14, PfGluPho inh -27, SENP1 inh 1 and SENP6 block -17.
Screening CC(=O)Nc1sc2c(c1C(=O)N1CCOCC1)CCCCC2 returned Apaf1 inhib 6, SENP8 block-1 -8, SENP8 block-2 26, HKDC1 inhibitor 0, SENP7 block -11, PfGluPho inh -11, SENP1 inh -1 and SENP6 block -22.
For COc1ccccc1NC(=O)c1nnn(Cc2ccccc2)c1NC(=O)C(F)(F)F the results were Apaf1 inhib 10, SENP8 block-1 -10, SENP8 block-2 13, HKDC1 inhibitor 0, SENP7 block -4, PfGluPho inh -30, SENP1 inh 2 and SENP6 block -12.
CCN(CC)c1ccc(NC(=O)C2CCC(CNc3c(N4CCCC4)c(=O)c3=O)CC2)c(C)c1 (configuration not stated) was read as Apaf1 inhib -11, SENP8 block-1 -8, SENP8 block-2 6, HKDC1 inhibitor -7, SENP7 block 4, PfGluPho inh 28, SENP1 inh 1 and SENP6 block 6.
`Cc1nn2c(=O)c(NC(=O)c3ccc(Cl)cc3)cnc2s1` gave Apaf1 inhib -9, SENP8 block-1 3, SENP8 block-2 6, HKDC1 inhibitor -3, SENP7 block 5, PfGluPho inh -22, SENP1 inh 2 and SENP6 block -11.
For O=C(Oc1ccc(Cl)cc1)c1ccc2nccnc2c1 the results were Apaf1 inhib 17, SENP8 block-1 -66, SENP8 block-2 12, HKDC1 inhibitor 0, SENP7 block -12, PfGluPho inh -6, SENP1 inh 0 and SENP6 block -22.
NC(=O)C1CCN(C(=O)CN2CCN(c3cccc(C(F)(F)F)c3)CC2)CC1 was read as Apaf1 inhib 3, SENP8 block-1 -9, SENP8 block-2 4, HKDC1 inhibitor -1, SENP7 block -1, PfGluPho inh -4, SENP1 inh 0 and SENP6 block 8.
CCN(CC)CCNC(=O)Cn1cnc2sc(C)c(S(=O)(=O)N3CC(C)CC(C)C3)c2c1=O (configuration not stated) was read as Apaf1 inhib 6, SENP8 block-1 -2, SENP8 block-2 12, HKDC1 inhibitor -1, SENP7 block 4, PfGluPho inh -12, SENP1 inh -2 and SENP6 block -21.
`Cc1ccc(N2C(=O)C(CC(=O)Nc3cccc(F)c3)N(CCc3ccncc3)C2=O)cc1` (configuration not stated) gave Apaf1 inhib -17, SENP8 block-1 -2, SENP8 block-2 26, HKDC1 inhibitor -8, SENP7 block 5, PfGluPho inh -4, SENP1 inh 5 and SENP6 block -7.
Screening COc1cccc(CNC(=O)CCS(=O)(=O)c2cccc3nsnc23)c1 returned Apaf1 inhib 2, SENP8 block-1 -1, SENP8 block-2 10, HKDC1 inhibitor -1, SENP7 block -4, PfGluPho inh 9, SENP1 inh 1 and SENP6 block -4.
CC(Sc1ccccc1)C(=O)Nc1ccc(N2CCOCC2)cc1 (configuration not stated) was read as Apaf1 inhib 9, SENP8 block-1 -7, SENP8 block-2 12, HKDC1 inhibitor 3, SENP7 block 9, PfGluPho inh 2, SENP1 inh 2 and SENP6 block -13.
For COc1cc(C(=O)Nc2ccccc2N2CCN(S(C)(=O)=O)CC2)cc(OC)c1OC the results were Apaf1 inhib 4, SENP8 block-1 -4, SENP8 block-2 26, HKDC1 inhibitor -5, SENP7 block 6, PfGluPho inh -14, SENP1 inh 3 and SENP6 block -12.
COc1cc2c(cc1OC)C(C)N(C(=O)Nc1ccccc1)CC2 (configuration not stated) was read as Apaf1 inhib 8, SENP8 block-1 3, SENP8 block-2 -7, HKDC1 inhibitor 2, SENP7 block 9, PfGluPho inh -4, SENP1 inh -1 and SENP6 block -3.
Nc1nc(N2CCN(c3ccccn3)CC2)nc2ccccc12 was read as Apaf1 inhib -3, SENP8 block-1 -6, SENP8 block-2 -201, HKDC1 inhibitor -58, SENP7 block 5, PfGluPho inh -51, SENP1 inh -39 and SENP6 block -15.
Screening O=C1c2ccccc2C(O)N1c1cccnc1 (configuration not stated) returned Apaf1 inhib 9, SENP8 block-1 -5, SENP8 block-2 13, HKDC1 inhibitor -2, SENP7 block 1, PfGluPho inh -5, SENP1 inh 1 and SENP6 block -16.
For O=C(NCCC1=CCCCC1)C(=O)NCCc1ccc(Cl)cc1 the results were Apaf1 inhib -3, SENP8 block-1 -3, SENP8 block-2 0, HKDC1 inhibitor -9, SENP7 block -11, PfGluPho inh -9, SENP1 inh -1 and SENP6 block -9.
Screening Cc1cccnc1NC(=O)c1ccc2c(c1)OCO2 returned Apaf1 inhib -8, SENP8 block-1 -3, SENP8 block-2 14, HKDC1 inhibitor -6, SENP7 block 1, PfGluPho inh 14, SENP1 inh 1 and SENP6 block -2.

3 entries out of the list, sorted by SMILES length, lowest first.
Screening O=C1c2ccccc2C(O)N1c1cccnc1 (configuration not stated) returned Apaf1 inhib 9, SENP8 block-1 -5, SENP8 block-2 13, HKDC1 inhibitor -2, SENP7 block 1, PfGluPho inh -5, SENP1 inh 1 and SENP6 block -16.
Screening COc1cccc(CNC(=O)CCS(=O)(=O)c2cccc3nsnc23)c1 returned Apaf1 inhib 2, SENP8 block-1 -1, SENP8 block-2 10, HKDC1 inhibitor -1, SENP7 block -4, PfGluPho inh 9, SENP1 inh 1 and SENP6 block -4.
For COc1cc(C(=O)Nc2ccccc2N2CCN(S(C)(=O)=O)CC2)cc(OC)c1OC the results were Apaf1 inhib 4, SENP8 block-1 -4, SENP8 block-2 26, HKDC1 inhibitor -5, SENP7 block 6, PfGluPho inh -14, SENP1 inh 3 and SENP6 block -12.

Source: PubChem (Sanford-Burnham Center for Chemical Genomics)
